Screening results as filed in PubChem BioAssay.
GSTO1 inh = inhibitors of recombinant GSTO1, primary screen, counter-screen for RBBP9 inhibitor project, biochemical, fluorescence polarization; Glutathione S-transferase omega-1 (Homo sapiens), P78417; activity-based probe fluorescence polarization; inhibition, % at 5.96 µM; actives 1.1% (n = 300,000); AID 1974, 2009;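 active = inhibition above the campaign mean inhibition plus 3 SD, cut at about 35% in these data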;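 also: 0% = GSTO1-1 with DMSO and 100% = wells lacking GSTO1-1 enzyme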
Target sequence (P78417 whole entry, looked up): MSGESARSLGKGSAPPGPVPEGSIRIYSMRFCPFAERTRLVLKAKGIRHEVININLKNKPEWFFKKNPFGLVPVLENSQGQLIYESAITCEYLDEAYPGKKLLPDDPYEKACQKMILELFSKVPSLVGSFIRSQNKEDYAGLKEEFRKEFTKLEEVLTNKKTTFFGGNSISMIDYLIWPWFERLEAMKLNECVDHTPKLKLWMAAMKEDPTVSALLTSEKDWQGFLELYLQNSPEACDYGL
LYPLA1 inh = LYPLA1 inhibitors, primary screen, counter-screen for PME1 inhibitor project, biochemical, fluorescence polarization, FP-Rh probe ABPP; actives 0.16% (n = 320,000); recombinant LYPLA1; inhibition, % at 5.9 µM; Acyl-protein thioesterase 1 (Homo sapiens), O75608;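 active = inhibition above the mean of all tested compounds plus 3 SD, set per campaign, cut at about 14% in these data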;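 also: inhibitors block serine hydrolase probe labeling of LYPLA1 so polarization falls; 0% = enzyme with DMSO and 100% = wells lacking LYPLA1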
PAFAH1B2 FP inh = PAFAH1B2 enzyme inhibitors, primary screen, biochemical, fluorescence polarization, human. recombinant PAFAH1B2, FP-rhodamine activity probe. actives 1.2% (n = 340,000). Platelet-activating factor acetylhydrolase IB subunit alpha2 (Homo sapiens), P68402. AID 492953, 2010. inhibition, % at 3.39 µM;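 active = inhibition above the mean of all tested compounds plus 3 SD, cut at about 24% in these data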;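 also: 0% = enzyme with DMSO and 100% = wells lacking PAFAH1B2; many of its hits are not listed in these tables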
PREPL inhibitor = PREPL enzyme inhibitors, primary screen, biochemical, fluorescence polarization; Prolyl endopeptidase-like (Homo sapiens), Q4J6C6; recombinant PREPL, fluorescence polarization activity-based probe; inhibition, % at 5.96 µM; actives 0.68% (n = 320,000); AID 2751, 2010; in the data active = inhibition above about 43%;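 also: 0% = enzyme with DMSO and 100% = wells lacking enzyme; many of its hits are not listed in these tables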
Target sequence (Q4J6C6 whole entry, looked up): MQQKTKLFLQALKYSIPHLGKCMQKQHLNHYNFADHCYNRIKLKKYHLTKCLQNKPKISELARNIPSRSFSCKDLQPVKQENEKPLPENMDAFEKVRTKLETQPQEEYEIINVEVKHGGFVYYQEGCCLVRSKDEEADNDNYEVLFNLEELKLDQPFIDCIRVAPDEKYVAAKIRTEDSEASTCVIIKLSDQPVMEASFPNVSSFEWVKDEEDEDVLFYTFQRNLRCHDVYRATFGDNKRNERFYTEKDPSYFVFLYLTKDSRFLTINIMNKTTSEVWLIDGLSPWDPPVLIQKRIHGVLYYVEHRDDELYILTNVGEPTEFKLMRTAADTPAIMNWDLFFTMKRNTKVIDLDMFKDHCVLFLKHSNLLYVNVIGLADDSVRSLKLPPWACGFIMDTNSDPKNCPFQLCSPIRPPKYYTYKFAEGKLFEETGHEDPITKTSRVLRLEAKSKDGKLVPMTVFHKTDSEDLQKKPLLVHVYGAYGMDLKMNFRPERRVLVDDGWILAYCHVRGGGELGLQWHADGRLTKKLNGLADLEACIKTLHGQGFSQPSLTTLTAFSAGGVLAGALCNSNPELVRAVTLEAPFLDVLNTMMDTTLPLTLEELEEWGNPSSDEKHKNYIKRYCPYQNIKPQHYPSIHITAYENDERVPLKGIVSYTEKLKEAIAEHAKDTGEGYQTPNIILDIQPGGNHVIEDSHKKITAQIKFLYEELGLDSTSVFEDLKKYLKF
PAD4 FP inh = human PAD4 inhibitors, primary screen, biochemical, fluorescence polarization, 1536-well format; Protein-arginine deiminase type-4 (Homo sapiens), Q9UM07; AID 485272, 2010; recombinant PAD4, RCA probe fluorescence polarization; inhibition, % at 6.36 µM; actives 0.41% (n = 330,000);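 active = percent inhibition above a cutoff equal to the mean of all tested compounds plus 3 SD, cut at about 15% in these data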;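 also: 0% = PAD4 with RCA probe and DMSO and 100% = probe without PAD4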
PAFAH1B3 inh = PAFAH1B3 enzyme inhibitors, primary screen, biochemical, fluorescence polarization, human | Platelet-activating factor acetylhydrolase IB subunit alpha1 (Homo sapiens), Q15102 | recombinant PAFAH1B3, FP-rhodamine probe | inhibition, % at 3.39 µM | actives 0.28% (n = 340,000);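 active = inhibition above the screen-wide average of all tested compounds plus 3 SD, cut at about 25% in these data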;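 also: 0% = enzyme with DMSO only and 100% = wells lacking PAFAH1B3 protein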
PME-1 primary = PME-1 inhibitors via competitive probe labeling, primary screen, biochemical, fluorescence polarization, FP-Rh probe, HTS; Protein phosphatase methylesterase 1 (Homo sapiens), Q9Y570; recombinant PME-1; inhibition, % at 5.9 µM; actives 0.53% (n = 320,000); AID 2130, 2009;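 active = inhibition above the campaign mean of all compounds plus 3 SD, cut at about 26% in these data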;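 also: competitive labeling of PME-1 active site by serine hydrolase directed probe; 0% = PME-1 with DMSO and 100% = wells lacking PME-1 enzyme; inhibitors block probe labeling so polarization falls and inhibition rises; many of its hits are not listed in these tables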
LYPLA2 inh = LYPLA2 inhibitors, primary screen, counter-screen for PME1 inhibitor project, biochemical, fluorescence polarization, FP-Rh probe ABPP; inhibition, % at 5.9 µM; recombinant LYPLA2; actives 0.38% (n = 320,000); Acyl-protein thioesterase 2 (Homo sapiens), O95372;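 active = inhibition above the screen-wide mean plus 3 SD, limit set per campaign, cut at about 26% in these data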;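 also: 0% = LYPLA2 with DMSO and 100% = wells lacking LYPLA2 enzyme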
pPAFAH inh = pPAFAH enzyme inhibitors, primary screen, biochemical, fluorescence polarization, human; recombinant pPAFAH, FP-rhodamine probe fluorescence polarization; inhibition, % at 3.39 µM; actives 1.5% (n = 330,000); AID 463082, 2010;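 active = inhibition above the mean inhibition across the screen plus 3 SD, cut at about 25% in these data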;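 also: inhibitors block binding of the rhodamine activity-based probe so polarization drops; 0% = enzyme with DMSO and 100% = wells lacking pPAFAH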
Numbers without * were called inactive; . = no result given. A portion of the library; the hit share may differ from the screen's.

item	Structure	GSTO1 inh	LYPLA1 inh	PAFAH1B2 FP inh	PREPL inhibitor	PAD4 FP inh	PAFAH1B3 inh	PME-1 primary	LYPLA2 inh	pPAFAH inh
1	Cc1ccccc1C(=O)NCC(=O)OCCCOC(=O)CNC(=O)c1ccccc1C	4	1	0	14	-3	3	-1	-2	-5
2	Cc1cc(C(=O)CSc2nc(N)cc(=O)[nH]2)c(C)n1CCc1ccc(Cl)cc1	-3	-2	5	-20	24*	-8	2	-2	70*
3	CN(C)C(=O)CSc1nnc(-c2ccc(F)cc2)c2ccccc12	-25	-2	9	1	-3	2	0	-1	1
4	CC(C)NC(=O)C1=NN(c2ccccc2)C(=O)CC1	-2	-2	1	-4	-1	7	6	0	-4
5	COC(=O)c1ccccc1NC(=O)C(=O)NCc1ccncc1	2	0	-3	13	-2	9	3	3	5
6	Cn1c(=O)c2c(nc(CN3CCOCC3)n2CCc2ccccc2)n(C)c1=O	-4	0	3	21	1	-1	-2	-4	-5
7	CC(Oc1ccc(-c2ccccc2)cc1)C(=O)N/N=C/c1cccnc1 (configuration not stated)	2	1	0	-19	-4	4	-5	-2	-7
8	CN(CC(=O)Nc1ccccc1Cl)C(=O)CCSc1ccc(F)cc1	2	-2	15	8	-5	5	-2	1	4
9	CC(C)N(C)NC(=S)Nc1ccccc1	6	-1	7	0	-3	-11	-10	0	3
10	O=C(NCCCO)C(=O)Nc1ccc2c(c1)N(S(=O)(=O)c1cccs1)CCC2	14	6	-1	-3	0	15	4	6	6
11	CC(OC(=O)c1ccccn1)C(=O)Nc1ccc2c(c1)OCCO2 (configuration not stated)	.	7	0	27	-2	2	3	9	48*
12	COc1c(C)cc(Br)cc1C(=O)Nc1ccccc1N1CCN(C(=O)c2ccccc2)CC1	4	0	-1	-5	3	-3	-1	-8	1
13	COC(=O)c1ccccc1NC(=O)Cn1c(=O)oc2ccc(Cl)cc21	-7	-6	5	0	-2	-2	2	-6	-1
14	COC(=O)Cn1cnc2ccccc2c1=O	1	-5	0	5	1	2	2	-2	7
15	O=C(NCCCNC(=O)c1ccccc1Br)c1ccccc1Br	0	1	-1	8	-3	11	-1	3	-4
16	O=C(NCCN1CCCCC1)c1cc(COc2c(F)cccc2F)on1	-14	-2	0	-9	-2	3	2	3	0
17	Cc1c(NC(=O)COC(=O)Cc2ccc(Br)cc2)c(=O)n(-c2ccccc2)n1C	.	-1	3	13	-2	1	-3	-3	4
18	CCn1nc(C)c(NC(=O)/C=C/c2cnn(C)c2)c1C	1	4	0	7	2	-4	-2	4	3
19	COc1cc(C2SCC(=O)N2CCN2CCCCC2)ccc1O (configuration not stated)	8	4	-4	-11	-2	2	-1	7	3
20	COc1ccc(/C=N/NC(=O)CNC(=O)COc2ccccc2)cc1	-1	-2	-1	-2	-2	-1	-1	2	2

Further entries follow.
item	Structure	GSTO1 inh	LYPLA1 inh	PAFAH1B2 FP inh	PREPL inhibitor	PAD4 FP inh	PAFAH1B3 inh	PME-1 primary	LYPLA2 inh	pPAFAH inh
21	Cc1cccn2c(=O)nc(SCC(=O)N3CCCCCC3)nc12	0	0	1	-5	-3	4	1	5	1
22	COc1c2ccccc2c(OC)c2ccccc12	-1	-2	-5	-2	-9	8	-5	-4	6
23	O=C(N/N=C/c1ccccn1)c1cc(-c2ccccc2)nc2ccccc12	-4	-6	.	-5	6	.	-5	-11	-7
24	O=C(CN1C(=O)C2CC=CCC2C1=O)Nc1nc2ccc(F)cc2s1 (configuration not stated)	2	-1	3	-7	-5	-3	-2	3	5
25	CCNc1c(NC(=O)c2cccs2)c(=O)oc2ccccc12	-4	-3	-1	-9	-5	3	-1	2	5
26	CC(=O)C1=C(O)C(=O)N(Cc2ccco2)C1c1ccc2c(c1)OCO2 (configuration not stated)	-1	-1	-1	2	-6	8	-2	-3	4
27	O=c1[nH]ncc2c3ccccc3n(Cc3ccc(F)cc3)c12	-4	2	-1	-17	-5	0	2	-3	-1
28	O=C(COC(=O)/C=C/c1ccc(F)cc1)NCc1ccco1	2	5	2	0	3	3	2	2	12
29	Cc1c(CCC(=O)N2CCC[C@H]2C(=O)O)c(=O)oc2c(C)c3oc4c(c3cc12)CCCC4	-6	-4	5	28	0	5	-4	-1	13
30	Cc1cccn2cc(-c3c[nH]c4ccccc34)nc12	8	-2	3	17	-2	3	0	-2	1
31	O=C(Nc1cccc(F)c1)c1ccc2c(c1)OCCO2	5	-1	6	9	-3	1	-8	-1	-3
32	CC12CN3CC(C)(CN(C1)C3c1ccc(Cl)cc1Cl)C2O (configuration not stated)	2	2	8	6	1	8	1	4	-4
33	O=C(CCCCCCCCN1C(=O)c2ccccc2C1=O)N1CCOCC1	6	-1	.	6	0	.	-4	3	-1
34	Cc1ccc(/C=N/n2c(-c3cccnc3)n[nH]c2=S)o1	-3	-2	.	3	7	.	0	3	1
35	COc1ccc(C2CC(C(F)(F)F)n3nc(C(=O)O)c(Cl)c3N2)cc1OC (configuration not stated)	4	-1	3	4	-5	5	0	0	-1
36	Cc1ccc(/C=N/n2c(-c3ccc(Cl)cc3)n[nH]c2=S)s1	7	-4	4	-10	-2	7	-5	-2	2
37	CCOC(=O)c1sc(N)c(C#N)c1CSc1nc2ccc(OCC)cc2[nH]1	2	-4	2	-1	-1	3	11	2	6
38	CCCCCCSc1cccc(-c2nc3ccc(C)cn3c2NC2CCCCC2)c1	1	0	3	8	2	12	-6	1	5
39	Cc1ccc(/C=N/N=C2/NC(=O)CS2)o1	9	3	3	-4	0	8	-2	1	3
40	COc1cccc(CC(=O)OCc2csc(CC(=O)Nc3ccccc3C)n2)c1	.	-1	7	-2	-1	3	-3	3	4

Later entries
item	Structure	GSTO1 inh	LYPLA1 inh	PAFAH1B2 FP inh	PREPL inhibitor	PAD4 FP inh	PAFAH1B3 inh	PME-1 primary	LYPLA2 inh	pPAFAH inh
41	CC1S/C(=N\N=C\c2cccc([N+](=O)[O-])c2)N(C(C)(C)C)C1=O (configuration not stated)	2	0	-4	2	2	2	5	-1	4
42	COc1cc(NC(=O)Cc2cccs2)ccc1-n1cnnn1	6	0	5	6	-2	3	0	-1	4
43	Cc1cccc(C2(c3cccc(C)c3)CC2C(=O)Nc2ccc([N+](=O)[O-])cc2O)c1 (configuration not stated)	-92	-16	-1	11	-2	10	11	-15	19
44	CC(C)CC(=O)N1CCN(Cc2ccc3c(c2)OCO3)CC1	4	4	0	7	2	22	-7	7	4
45	Cn1c(CN2CCCCC2)nc2cc(NS(=O)(=O)c3ccc(F)cc3)ccc21	-6	1	2	-10	0	8	-2	1	7
46	Cc1ccc(NC(=O)Cn2nnc(C(=O)NCc3ccc4c(c3)OCO4)c2N)cc1	-10	-8	4	-7	-3	-1	-10	-1	4
47	Cc1ccccc1C(=O)NC1CCCCCCC1	4	2	5	4	-8	9	1	-1	4
48	O=C(NCc1cccnc1)c1cc(Sc2cccc(Cl)c2)nc2ccccc12	-10	-5	2	-20	0	-4	8	2	33*
49	O=C(OC(c1ccc(NS(=O)(=O)c2ccccc2)cc1)(C(F)(F)F)C(F)(F)F)c1ccccc1	7	-2	1	13	2	4	-11	-3	1
50	CC(C)(C)c1cc(S(=O)(=O)CCc2ccncc2)cc(C(C)(C)C)c1F	5	0	0	16	1	3	0	-5	9
51	COc1cc(C)nc(Oc2ccc(OCCOc3ccc(C)cc3)nn2)n1	4	-1	0	7	1	3	8	-3	1
52	C=CCc1ccc(OCCn2cncn2)c(OC)c1	5	2	3	-6	-1	5	0	5	8
53	COc1ccc(/C(C)=N/NC(=O)c2nnn(-c3nonc3N)c2-c2cccs2)cc1OC	0	-4	0	6	3	-2	-1	-7	0
54	COCCN(C(=O)CCC(=O)Nc1cc(C)on1)C(C(=O)NC(C)(C)C)c1ccc(OC)cc1 (configuration not stated)	-5	-3	-2	-2	0	8	-5	-2	-8
55	CCOC(=O)c1cc(CC)sc1NC(=O)c1cc([N+](=O)[O-])ccc1N1CCOCC1	12	-3	6	7	2	-4	-1	-1	-2
56	Cc1nc2ccccc2c(=O)[nH]1	0	0	2	8	-5	-9	-10	-1	0
57	COC(=O)Cc1nnc(NC(=O)c2ccccc2)s1	-4	0	2	0	3	1	-28	4	1
58	Cn1c2c(c(=O)n(C)c1=O)C1c3ccccc3OCC1C(C)(C)O2 (configuration not stated)	4	1	8	-1	4	6	1	-4	5
59	CCOC(=O)c1c(-c2ccccc2)csc1NC(=O)c1cc(S(=O)(=O)N2CCOCC2)ccc1C	1	-7	0	-1	-1	3	-11	-12	0
60	COc1cccc(C2/C(=C(\O)c3ccc4c(c3)OCCO4)C(=O)C(=O)N2CCN(C)C)c1 (configuration not stated)	-1	-2	7	0	2	12	0	-3	2
61	O=C(Nc1ccc(S(=O)(=O)Nc2ccccn2)cc1)c1ccc(Cl)cc1Cl	0	1	3	-11	-2	-4	6	-1	0
62	CN1C(=O)C(O)(CC(=O)c2ccccc2O)c2cc(Br)ccc21 (configuration not stated)	7	-2	1	-2	2	12	-3	2	-1
